TSHR antagonist: human thyrotropin receptor antagonism; TSHR-expressing cells, TSH-stimulated cAMP HTRF, 2 h; stronger effect = lower value; activity change, negative = inhibition, % at 11.5 µM; hit rate 0.2% among 330,000; AID 504810;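 active = activity change below a set negative limit, meaning inhibition stronger than a set level, cut at about -70% in these data; inconclusive = activity change between two set negative limits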; note: % is set by controls: 0 for no effect and ±100 for the full control effect
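Freshly harvested TSHR cells receive pin-tooled compound, then EC80 TSH at 4nM final. After 2 hours at 37 deg C, antibody in lysis buffer and cAMP-d2 are added; 30 minutes at ambient temperature precede the HTRF read.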
Eya2 phos inh: inhibitors of human Eya2 phosphatase activity; O00167; recombinant Eya2, OMFP fluorescence dephosphorylation (OMFP is methylfluorescein phosphate); Potency, µM (series often up to 76.9 µM), for the others: at the highest dose activity, negative = inhibition, most hits filed as inhibitors; hit rate 0.006% among 330,000; AID 488837; note: potency is the fitted concentration of half-maximal effect; % is set by controls: 0 for no effect and ±100 for the full control effect
Target sequence (O00167 whole entry, looked up): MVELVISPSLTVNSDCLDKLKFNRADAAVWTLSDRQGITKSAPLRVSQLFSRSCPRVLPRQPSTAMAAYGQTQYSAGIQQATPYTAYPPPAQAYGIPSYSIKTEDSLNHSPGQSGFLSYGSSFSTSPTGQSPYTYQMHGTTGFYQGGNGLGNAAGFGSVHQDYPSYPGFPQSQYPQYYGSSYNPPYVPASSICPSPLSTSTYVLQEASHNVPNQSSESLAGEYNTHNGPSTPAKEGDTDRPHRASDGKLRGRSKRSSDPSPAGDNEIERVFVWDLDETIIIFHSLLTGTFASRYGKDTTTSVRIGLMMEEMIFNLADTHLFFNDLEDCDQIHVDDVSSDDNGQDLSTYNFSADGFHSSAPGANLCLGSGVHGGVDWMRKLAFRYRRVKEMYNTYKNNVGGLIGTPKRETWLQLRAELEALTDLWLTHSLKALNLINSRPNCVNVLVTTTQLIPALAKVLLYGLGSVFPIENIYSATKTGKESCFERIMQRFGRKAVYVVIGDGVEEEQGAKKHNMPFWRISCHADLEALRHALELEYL
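Eya2 (0.2 uM) preincubated 10 min at ambient with compound, then OMFP substrate added at 50 uM; 10 min reaction in 50 mM HEPES pH 7.5, 50 mM NaCl, 5 uM MgCl2, 0.05% BSA, 1 mM DTT. Fluorescence read at Ex 485/Em 525 nm.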
AT treatment: potential ataxia-telangiectasia treatment; […] A-T fibroblasts, KAP-1 phosphorylation AlphaLISA; neocarzinostatin DNA damage 30 min before lysis; AID 485349; Potency, µM (top dose mostly 57.5 µM), for inactives: at the top dose activation, actives largely listed as activators; hit rate 0.19% among 320,000; note: potency is the fitted concentration of half-maximal effect; % of control where 0% means no effect; nearly all actives have a fitted effect of over 45% in size
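ATM-like activity read as KAP-1 phosphorylation via AlphaLISA donor/acceptor antibody pairs after lysis and 6 hr at 25C. Cells were ATM-null patient fibroblasts ([…], hTERT), dosed 60 min, then exposed to the DSB inducer NCS for 30 min.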
TRPV1 ag: human TRPV1 agonism; Q8NER1; AID 540275; activation, % at 8.33 µM; hit rate 0.19% among 320,000; TRPV1-expressing cells, Fluo-8 calcium influx, agonist mode; in the data active = activation above about 80%; inconclusive = between about 30% and that limit; note: 0% is about no effect
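Fluo-8 calcium influx in TRPV1-expressing cells, kinetic read (ex 480/em 520 nm). Compound added and read 3 min for agonist activity, followed by capsaicin at EC20 final and 2 min further read for enhancement.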
KCNH2 3.1 inh: inhibitors of human KCNH2 3.1 potassium channel isoform; U2OS KCNH2 3.1, thallium flux FluxOr; stronger effect = lower value; activity change, % (tested at about 1.8 µM); hit rate 0.95% among 340,000;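 active = maximum activity change below -70%; inconclusive = maximum activity change from -70% to -50%; inactive = maximum activity change above -50%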;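 note: thallium influx rate constant from kinetic fluorescence after stimulation buffer; % is set by controls: 0 for no effect and ±100 for the full control effect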
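Steps: virus added to U2OS suspension (4 h, RT, dark); medium with 10% FBS added, cells plated, 37 C overnight; FluxOr/Red40 loading buffer 45 min RT; stimulation buffer, 2 min kinetic read; rate constant normalized.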
Mito fusion yeast: blocks mitochondrial division or promotes mitochondrial fusion. S. cerevisiae fusion-defective mutant growth rescue, CellTiterGlo 48 h. AID 485298. Potency, µM (highest dose often 46.1 µM), for inactives: at the highest dose growth rescue (activation), actives largely listed as activators. hit rate 0.23% among 320,000;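 note: potency is the fitted concentration of half-maximal effect; % of control where 0% means no effect; nearly all actives have a fitted effect of over 45% in size; temperature-sensitive fusion mutants such as fzo1-1 at 37 °C on non-fermentable ethanol glycerol medium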
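Read-out: ATP-based luminescence (CellTiterGlo, 10 min ambient) reporting growth of fusion-defective ts yeast after 48 hours at 37C on glycerol/ethanol YPEG medium in the presence of compound.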
ELG1 repair inh: inhibitors of ELG1-dependent DNA repair in HEK293T cells; HEK293T ELG1-luciferase reporter, luminescence, 16 h; DNA damage induced by 5-fluorouridine; Potency, µM (top dose mostly 46.1 µM), without a hit: at the highest dose activity change, negative = inhibition, actives largely listed as inhibitors; hit rate 2.3% among 330,000; note: potency is the fitted concentration of half-maximal effect; % is set by controls: 0 for no effect and ±100 for the full control effect; nearly all actives have a fitted effect of over 55% in size
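Step one: seed 2,000 cells per well. Step two: pin-transfer compound or DMSO alongside 5-fluorouridine. Step three: incubate 16 hr, 37 °C, 5% CO2. Step four: add ONE-Glo, wait 30 min, read luminescence.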
USP2a inh: inhibitors of human ubiquitin-specific protease USP2a; O75604; USP2 core, Ub-CHOP2 coupled fluorogenic reporter, 485/531; Potency, µM (series often up to 38.3 µM), for inactives: top-dose activity change, negative = inhibition, usual class: inhibitors; hit rate 0.01% among 330,000;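 note: potency is the fitted concentration of half-maximal effect; plate controls were DMSO wells for no effect and full inhibition by NEM control for full effect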
Target sequence (O75604 whole entry, looked up): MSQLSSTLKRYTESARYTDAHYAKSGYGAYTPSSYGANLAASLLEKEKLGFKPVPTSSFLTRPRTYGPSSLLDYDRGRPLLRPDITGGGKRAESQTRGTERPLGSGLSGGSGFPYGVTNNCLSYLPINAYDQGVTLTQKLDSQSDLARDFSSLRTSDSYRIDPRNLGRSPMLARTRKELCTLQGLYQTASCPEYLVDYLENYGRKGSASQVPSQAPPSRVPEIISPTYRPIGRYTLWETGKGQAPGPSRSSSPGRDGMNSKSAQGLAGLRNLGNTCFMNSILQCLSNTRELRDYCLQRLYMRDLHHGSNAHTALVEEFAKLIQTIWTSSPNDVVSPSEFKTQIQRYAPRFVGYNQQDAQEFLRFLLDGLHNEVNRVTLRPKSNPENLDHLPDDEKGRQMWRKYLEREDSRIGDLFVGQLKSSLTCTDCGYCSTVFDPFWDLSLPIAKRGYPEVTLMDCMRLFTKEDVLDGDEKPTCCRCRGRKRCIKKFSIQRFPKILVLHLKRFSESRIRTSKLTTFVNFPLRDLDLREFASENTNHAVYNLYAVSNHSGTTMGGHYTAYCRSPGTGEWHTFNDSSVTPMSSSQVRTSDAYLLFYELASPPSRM
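USP2 core (10nM final) preincubated 30min RT with compound in 20mM Tris-HCl pH 8.0, 2mM CaCl2, 2mM beta-mercaptoethanol, 0.05% CHAPS; 25nM Ub-CHOP2 plus 25nM reporter substrate added, fluorescence (Ex485/Em531) read after 60min.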
TCR act: activators of T cell receptors; primary human leukocytes, anti-CD3, IL-2 HTRF, 48 h; AID 504894; Potency, µM (highest dose often 9.22 µM), for inactives: top-dose activation of IL-2 secretion, most hits filed as activators; 330,000 tested, under 10 active; note: % of control where 0% means no effect
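IL-2 produced over 48 hr by a-CD3 bead-stimulated primary human leukocytes exposed to compounds was detected with a homogeneous time-resolved FRET immunoassay, 665nm acceptor signal after 320nm excitation.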
hERG WT inh: KCNH2 (human, wildtype) channel inhibition; hit rate 0.37% among 340,000; activity change, % at 1.84 µM; AID 720551; U2OS, BacMam KCNH2, thallium flux FluxOr; stronger effect = lower value; Q12809;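 active = maximum activity change below -70%; inconclusive = maximum activity change between -70% and -50%; inactive = maximum activity change above -50%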; note: % is set by controls: 0 for no effect and ±100 for the full control effect
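U2OS cells were transduced with wild-type KCNH2 virus (2.03 x 10^8 / mL) for 4 h at room temperature, then cultured overnight at 37 C. Thallium flux was read with FluxOr dye. Rate constants were normalized to DMSO controls.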
An asterisk follows results filed as active; ? = inconclusive; nt = not tested or not shown; [ ] = dose if it differs, or a comment. Unless noted, calls come from the whole dose curve; as a rule, active = well fitted curve in the direction sought with a large enough effect; inconclusive = small, poorly fitted or top-dose-only effect, or another doubt; inactive = no such curve, though single readings can be large; an effect the other way counts as inactive or inconclusive.

SMILES | TSHR antagonist | Eya2 phos inh | AT treatment | TRPV1 ag | KCNH2 3.1 inh | Mito fusion yeast | ELG1 repair inh | USP2a inh | TCR act | hERG WT inh
COc1ccc(-n2c(=O)[nH]c3cc(C(=O)NCCc4ccc(Cl)cc4)ccc3c2=O)cc1OC | -3 | -12% | -2% | -4 | 19 | -2% | ? | -1% | 6% | -8
CC(C)C1=NN(C(=O)c2ccccc2)C(O)(C(C)(C)C)C1 (stereo not drawn) | -9 | 14% | 0% | 0 | 20 | -4% | ? | -1% | -2% | -2
CCOc1ccc(/C=N/Nc2ccccc2)cc1 | 2 | -2% | -7% | 3 | -1 | -36%[inhibitor] | 28% | 1% | 7% | -15
O=[N+]([O-])c1ccc(N2CCCCCC2)c([N+](=O)[O-])c1 | -1 | -15% | -11% | 22 | -2 | 3% | 22% | 2% | -17% | -1
CC(=O)NCC1COc2ccccc2O1 (stereo not drawn) | 0 | 0% | -1% | 1 | 1 | -7% | 0% | 5% | 2% | -4
Cc1onc(-c2ccccc2)c1C(=O)OCC(=O)c1ccccc1 | nt | -18% | 7% | 12 | 3 | 18% | -16% | 1% | -2% | 12
Cc1ccc2c(c1)C1CN(C)CCC1N2C(=O)c1ccc(Cl)c(S(=O)(=O)N2CCOCC2)c1 (stereo not drawn) | -2 | 4% | 2% | 4 | 0 | 1% | -3% | 2% | -16% | -7
Nc1nc(SCc2ccc(Cl)c(Cl)c2)n[nH]1 | -6 | -8% | -7% | ? | nt | ? | ? | 6% | -3%[46.1 µM] | 2
Cc1cc(C)c2c(Cn3ccnc3)cc(=O)oc2c1 | 33 | 9% | ? | 4 | 8 | 16% | 12% | -4% | -9% | -3
O=C(NC1CCN(C(=S)Nc2ccc(Cl)cc2)CC1)c1ccco1 | 1 | -7% | 15% | -1 | 9 | 1% | -10% | 1% | -4% | 14
Cc1ccc(CSc2nnc(SCC(=O)N/N=C/c3c[nH]c4ccccc34)s2)cc1 | 9 | 10% | -7% | 7 | -6 | -3% | ? | 4% | 8% | -24
O=P(c1ccc2c(c1)OCCO2)(N1CCOCC1)N1CCOCC1 | -1 | 15% | 8% | nt | -9 | 3% | 14% | 3% | 15% | -6
CCN(CC)CCCN(Cc1cc2cc3c(cc2[nH]c1=O)OCCO3)C(=O)Nc1ccc(F)cc1 | -17 | 2% | -4% | -1 | -18 | 8% | ? | -8% | 0% | 4
CCN(CC(=O)N(CC(C)C)c1c(N)n(CC(C)C)c(=O)[nH]c1=O)Cc1nc2ccccc2c(=O)[nH]1 | 7 | 12% | -23% | -1 | -4 | 1% | -6% | 0% | -1% | 6
Cc1noc(C)c1COc1ccc(C(=O)N2CCN(S(=O)(=O)c3ccccc3)CC2)cc1 | 2 | 2% | 17% | 2 | -12 | 1% | ? | 3% | nt | -11
CCN(CC)c1ccc(S(=O)(=O)N2CCOCC2)cc1NC(=O)CSc1nncs1 | 12 | 22% | -4% | -8 | -187* | 4% | -10% | -1% | 2% | -215*
CC1(N2CCCCC2)CC2(O)C(=[N+]1[O-])CCC/C2=N\O (stereo not drawn) | 1 | -27% | 0% | -3 | -1 | -3% | 7% | 0% | -1% | -1
Cc1nn(C)cc1CN1CCCC(C(=O)c2ccc(-c3ccccc3)c(F)c2)C1 (stereo not drawn) | 5 | 7% | 9% | ? | -5 | -4% | -23% | 1% | 5% | -2
O=C(Cn1cc(S(=O)(=O)N2CCN(c3ccccc3F)CC2)c2ccccc2c1=O)NCCCN1CCCCCC1 | -5 | 0% | -1% | -7 | -9 | 5% | 0% | -1% | 5% | 19
CCSc1ncc(C)cc1[N+](=O)[O-] | -3 | -2% | nt | -7 | 6 | -4% | 1% | 0% | 0%[46.1 µM] | 4
O=C(/C=C/c1ccc(Br)o1)Nc1nccs1 | -6 | 20% | -20% | -5 | -34 | -4% | ? | 1% | 8% | nt
O=C(NC1(C(=O)NC2CCCC2)CCCCC1)c1ccc2c(c1)OCO2 | -12 | -13% | 3% | 2 | -9 | -2% | -1% | 1% | -6% | 6
O=c1c2ccccc2c(=O)n(Cc2ccccc2)n1Cc1ccccc1 | -5 | 1% | 9% | 12 | 4 | ? | 1% | 3% | 0%[46.1 µM] | 2
C=CCSC1=C(C#N)C(c2ccc(C(C)C)cc2)CC(=O)N1 (stereo not drawn) | 34 | -3% | 0% | 3 | -20 | 3% | -1% | -2% | -3% | -16
Cc1cccc(NC(=O)Nc2ccccc2[N+](=O)[O-])n1 | -4 | -18% | 5% | -1 | -10 | 7% | ? | -4% | -2% | -12
More structures follow:
SMILES | TSHR antagonist | Eya2 phos inh | AT treatment | TRPV1 ag | KCNH2 3.1 inh | Mito fusion yeast | ELG1 repair inh | USP2a inh | TCR act | hERG WT inh
COc1cc(NC(=O)CSc2nc3[nH]ncc3c(=O)n2-c2ccccc2C)cc(OC)c1OC | 5 | 15% | 4% | 0 | 3 | 1% | 9% | 1% | -4% | -3
COc1ccc(C(=O)NCCCNC(=O)c2ccco2)cc1OC | -17 | -2% | 5% | 0 | -2 | 0% | ? | 1% | 3% | 1
N#Cc1c(-c2ccccc2)nc(N2CCCCCC2)[nH]c1=O | -15 | -8% | 4% | -2 | nt | -1% | 1% | 0% | 12% | -19
CC1Cc2cc(S(=O)(=O)N3CCCCC3)ccc2N1C(=O)C1CCC1 (stereo not drawn) | -4 | 1% | 11% | 26 | 21 | 3% | -18% | 2% | -6% | 7
O=C(NCCNCc1ccc(F)cc1)c1ccco1 | 5 | -16% | 1% | 1 | 5 | -2% | -1% | 2% | nt | 5
Cc1ccc(Cn2c(=N)c(S(=O)(=O)c3ccc(C)cc3)cc3c(=O)n4ccccc4nc32)cc1 | 6 | 16% | 1% | 13 | -21 | 0% | 2% | 3% | 2% | -6
CCCCOC(=O)Nc1cc(OC)c(Cl)cc1OC | -10 | -8% | nt | -3 | -4 | 11% | -25% | 1% | 2% | 6
C=CCNC(=S)/C(=C(/[O-])c1ccc([N+](=O)[O-])cc1)[n+]1ccccc1 | 8 | -10% | 3% | 5 | 0 | 23% | 12% | -1% | 0% | 1
CCOC(=O)c1csc(NC(=O)CN2CCN(C)CC2)n1 | -4 | -9% | 4% | -2 | -22 | 4% | ? | 2% | -14% | 3
Cc1ccccc1NC(=O)CC1C(=O)Nc2ccccc2N1CC(=O)N(C)C1CCS(=O)(=O)C1 (stereo not drawn) | -16 | 10% | -1% | 1 | -27 | -3% | ? | -1% | -7% | -10
CN(C)/C=C/C(=O)c1ccc(-n2cccc2)cc1 | -4 | -1% | -7% | 2 | 17 | -4% | ? | 3% | -1% | 1
CO/N=C/C1CCN(c2ncc(C(F)(F)F)cc2Cl)C1=O (stereo not drawn) | 10 | 9% | -2% | 2 | -18 | -1% | 14% | 3% | 0% | -9
O=C(NCCc1cccc(Cl)c1)c1ccc(Cl)c([N+](=O)[O-])c1 | 3 | -3% | -2% | ? | -12 | 3% | ? | 1% | -4%[46.1 µM] | -6
Cn1c(CCN2CCN(c3ccc(F)cc3)CC2)nc2cc(NC(=O)c3ccco3)ccc21 | -8 | -2% | -3% | -1 | -27 | 3% | ? | -1% | 4% | 30
COC(=O)c1nn(-c2cccc(C)c2)c2nnc(Cc3ccccc3)c(=O)n12 | -1 | 4% | 26% | ? | -3 | -1% | 3% | 0% | 6%[46.1 µM] | -17
COc1ccc(C2=NOC(Cn3nc(C(=O)NCc4cccc(C(F)(F)F)c4)cc3-c3ccccc3)C2)cc1 (stereo not drawn) | -6 | -8% | 14% | 5 | -74* | 9% | -26% | -2% | 4% | 5
Cc1cccc(NC(=O)c2cc([N+](=O)[O-])ccc2N2CCCCC2)n1 | -3 | 7% | -1% | 0 | -18 | -13% | ? | -1% | 1% | 38
NC(=O)COC(=O)c1ccccc1OCc1ccccc1 | -2 | -19% | 2% | 3 | -3 | 11% | -5% | 0% | 1% | -5
CN(C)c1ccc(C(=O)/C=C/c2ccccc2)cc1 | -3 | 0% | 0% | ? | nt | -10% | ? | 3% | 4% | 5
O=C(CSCc1cnn(-c2ccccc2)c1-n1cccc1)N1CCN(Cc2ccccc2)CC1 | -16 | -2% | nt | 8 | 3 | 11% | ? | -13% | -1% | -5
CC(Oc1ccccc1Cl)C(=O)Nc1ccc(S(=O)(=O)N2CCCC2)cc1 (stereo not drawn) | 5 | 12% | 21% | -5 | 5 | ? | ? | -2% | -55% | 2
O=C(c1cccc(F)c1)n1nnc2ccccc21 | -4 | 7% | -5% | -1 | 1 | 2% | -9% | 4% | -10% | -1

At a glance, some entries already given.
SMILES | TSHR antagonist | Eya2 phos inh | AT treatment | TRPV1 ag | KCNH2 3.1 inh | Mito fusion yeast | ELG1 repair inh | USP2a inh | TCR act | hERG WT inh
COc1cc(NC(=O)CSc2nc3[nH]ncc3c(=O)n2-c2ccccc2C)cc(OC)c1OC | 5 | 15% | 4% | 0 | 3 | 1% | 9% | 1% | -4% | -3
COc1ccc(C(=O)NCCCNC(=O)c2ccco2)cc1OC | -17 | -2% | 5% | 0 | -2 | 0% | ? | 1% | 3% | 1

Bioassay records as filed in PubChem BioAssay.

This is a subset, so the mix of outcomes need not match the whole.
